# OX1R antagonist – blocks the human orexin 1 receptor; O43613; CHO/OX1R cells, Fluo-8 calcium fluorescence, orexin A; inhibition, % at 5 µM; hit rate 0.43% among 330,000; AID 434989;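 active means inhibition above its plate's threshold, mean inhibition of all tested compounds on the plate plus 3 SD, cut at about 37% in these data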;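 further: 0% = orexin A challenge wells and 100% = SB-334867-A antagonist wells; not every result past the cut was called active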
# Target sequence (O43613 whole entry, looked up): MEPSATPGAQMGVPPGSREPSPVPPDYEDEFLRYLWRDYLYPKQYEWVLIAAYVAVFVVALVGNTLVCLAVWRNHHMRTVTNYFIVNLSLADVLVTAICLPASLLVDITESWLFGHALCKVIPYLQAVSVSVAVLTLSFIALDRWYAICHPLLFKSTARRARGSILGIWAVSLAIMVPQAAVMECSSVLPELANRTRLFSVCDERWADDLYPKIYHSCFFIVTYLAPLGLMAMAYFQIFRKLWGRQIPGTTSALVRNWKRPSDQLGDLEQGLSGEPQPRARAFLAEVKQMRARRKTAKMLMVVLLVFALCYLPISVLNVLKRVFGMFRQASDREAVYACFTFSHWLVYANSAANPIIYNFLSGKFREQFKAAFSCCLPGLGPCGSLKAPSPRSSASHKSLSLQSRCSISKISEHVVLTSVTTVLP
# CHT allo act – allosterically activates the human high affinity choline transporter. Q9GZV3. CHT-expressing cells, membrane potential dye, choline EC20; hits give high values; LV-AA mutant CHT in HEK293 cells. B-score at 10 µM. hit rate 0.49% among 310,000;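 active means initial fluorescence not abnormally high and integrated response B-score, plate-corrected, over 3 SD above library mean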
# Target sequence (Q9GZV3 whole entry, looked up): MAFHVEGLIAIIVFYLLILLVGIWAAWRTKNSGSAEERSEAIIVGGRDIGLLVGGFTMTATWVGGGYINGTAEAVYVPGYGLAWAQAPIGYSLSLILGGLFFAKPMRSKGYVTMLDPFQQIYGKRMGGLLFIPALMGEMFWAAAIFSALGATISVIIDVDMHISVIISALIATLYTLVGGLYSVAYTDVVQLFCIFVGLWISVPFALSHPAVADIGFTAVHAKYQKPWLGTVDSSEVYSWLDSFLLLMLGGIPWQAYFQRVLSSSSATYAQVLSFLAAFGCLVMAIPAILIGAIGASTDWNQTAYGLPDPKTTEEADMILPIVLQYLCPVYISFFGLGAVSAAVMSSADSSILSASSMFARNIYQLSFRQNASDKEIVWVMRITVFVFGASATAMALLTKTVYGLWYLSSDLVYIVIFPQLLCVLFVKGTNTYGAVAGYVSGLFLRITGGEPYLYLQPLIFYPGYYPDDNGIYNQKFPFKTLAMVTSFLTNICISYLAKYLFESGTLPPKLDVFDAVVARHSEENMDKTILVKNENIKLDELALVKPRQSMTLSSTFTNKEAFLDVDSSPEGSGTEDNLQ
# Starred values were filed as active, the others as inactive; i = inactive; nt = not tested or not shown.
nr	canonical_smiles	OX1R antagonist	CHT allo act
1	O=C(CCNC(=O)c1ccccc1Cl)Nc1cc(S(=O)(=O)N2CCOCC2)ccc1N1CCCC1	-32	i
2	CC(C)(C)c1ccc(C(CC(=O)O)NC(=O)Cc2ccc(Cl)cc2)cc1 (centres undefined)	-17	i
3	COCCn1c(SCc2ccccc2F)nc2ccccc2c1=O	-31	i
4	Nc1nc(N)c(N=Nc2ccc(C(=O)O)cc2)c(N)n1	-2	i
5	Cc1ccc(-n2c(Cl)c(Cl)nc(Cl)c2=O)cc1	16	i
6	CCOc1ccc(N(C(=O)c2snc(C(N)=O)c2N)C(C)C(=O)NC2CCCCC2)cc1 (centres undefined)	-26	i
7	CCC1(C)Cc2[nH]c(=O)c(C#N)cc2CO1 (centres undefined)	-2	i
8	Cc1cc(OCc2ccc(C(=O)NN=C3CCCC3)cc2)ccc1Cl	-14	i
9	CCCCCCCC[n+]1cccc2c3ccccc3ccc21	36	6.8*
10	CCOC(=O)[C@@H]1[C@H]2COc3ccc(Br)cc3[C@H]2N2C(=O)N(c3ccc(OC)cc3)C(=O)[C@]12C	-12	nt
11	CCn1c(O)c(N=NC(=O)Cn2ccc(C(F)(F)F)n2)c2ccccc21	-20	i
12	CC1Cc2cc(S(=O)(=O)NCCC(=O)NCc3ccc(F)cc3)ccc2N1C(=O)C1CC1 (centres undefined)	-20	i
13	Cn1cc(C(=O)Nc2cccc(F)c2)cn1	-13	i
14	COc1ccccc1N(CC(=O)NC1CCCCC1)S(C)(=O)=O	13	i
15	CCc1nnc2cccc(Cl)n12	-1	i
16	COc1ccc(/C(C)=N/NC(=O)c2ccncc2)cc1	3	i
17	O=C(NC1CCN(Cc2ccccc2)CC1)c1cccc(S(=O)(=O)Nc2ccc(F)cc2)c1	-19	nt
18	CN1CCN(CCCCC(=O)c2ccccc2)CC1	-12	i
19	CCc1nonc1NC(=O)COc1cc(C)c(Cl)c(C)c1	-18	i
20	C=CCC1CCC/C(=N\NS(=O)(=O)c2ccc(C)cc2)C1 (centres undefined)	-11	i
21	CN(C(=O)c1cc2c(=O)n3ccccc3nc2n1C)C1CCCCC1	-13	i
22	CC(=O)C1=C(C)NC(=O)NC1c1ccc(OC2CCCC2)cc1 (centres undefined)	-14	i
23	O=C(N/N=C/c1cccnc1)c1ccccc1OCc1ccc(Cl)cc1	-29	i
24	CN(C)CCCN(C(=O)c1ccc2c(c1)OCCO2)c1nc2ccc(Cl)cc2s1	6	i
25	Cn1c(O)c(N=NC(=N)N)c2ccccc21	-9	i
26	O=C(CS(=O)CC(=O)N(c1ccccc1)C(C(=O)NC1CCCC1)c1cccs1)Nc1ccc(F)cc1 (centres undefined)	-26	i
27	C=CCn1c(SCC(=O)Nc2ccccc2F)nc2ccccc2c1=O	-50	i
28	CCOC(=O)C(C)Sc1snnc1C (centres undefined)	3	i
29	O=C(CSc1nnc(-c2ccco2)n1-c1ccccc1)NCCc1ccccc1	-1	i
30	CCCc1cc(=O)[nH]c(SCCCCN2C(=O)c3ccccc3C2=O)n1	-11	i

# Structures from the list above with a COOH group:
nr	canonical_smiles	OX1R antagonist	CHT allo act
2	CC(C)(C)c1ccc(C(CC(=O)O)NC(=O)Cc2ccc(Cl)cc2)cc1 (centres undefined)	-17	i
4	Nc1nc(N)c(N=Nc2ccc(C(=O)O)cc2)c(N)n1	-2	i

# Next part:
nr	canonical_smiles	OX1R antagonist	CHT allo act
31	Nc1cc(-c2ccc(Cl)cc2)nn1S(=O)(=O)c1cccc2nsnc12	-15	i
32	CCCCC12CN3CC(C)(CN(C1)C3c1ccc([N+](=O)[O-])o1)C2=O (centres undefined)	-28	i
33	O=C(COc1ccc(Br)cc1)NCc1ccccn1	-10	i
34	Cc1nc(N2CCN(c3ccccc3)CC2)nc2c1C(=O)CC(c1ccccc1)C2 (centres undefined)	-12	i
35	CCCCCCOC(=O)C[N+](C)(C)CCOC1CC2CCC1(C)C2(C)C (centres undefined)	9	8.5*
36	O=C(O)C1CCC(CN(Cc2cccc(Br)c2)C(=S)Nc2ccccc2F)CC1 (centres undefined)	-19	i
37	Cc1ccc(OCC(=O)NC2CCSc3ccccc32)cc1 (centres undefined)	-19	i
38	COc1cccc(CNS(=O)(=O)c2cc(Br)cc3c2N(C(C)=O)C(C)C3)c1 (centres undefined)	-24	i
39	FC(F)(F)c1ccc(Oc2ccc3c(C(F)(F)F)cc(C(F)(F)F)nc3n2)cc1	-4	i
40	Cc1nc(NC(=O)CSc2nnc(-c3ccc4c(c3)OCO4)o2)c(Cl)cc1Cl	-28	i
41	Cc1cc(C)nc(SCNC(=O)c2ccc(Cl)cc2)n1	-9	i
42	N#Cc1c(N)n[nH]c1CCCN	5	i
43	O=C(Nc1ccc(Cl)cc1C(F)(F)F)c1ccc(Cl)cc1	-11	i
44	O=C(NCC1CCCO1)c1ccccc1NS(=O)(=O)c1ccc(F)cc1 (centres undefined)	4	nt
45	O=C(O)CSc1cccnc1Sc1ccc(Cl)cc1	-9	i
46	Oc1ccccc1C=Nc1cccc2ccccc12	0	i
47	Cn1c(-c2ccc(F)cc2)cnc1NCc1cccc([N+](=O)[O-])c1	-19	i
48	C=CCc1c(OC)ccc2c1c(S(=O)(=O)c1ccc(C)cc1)cn2COC	-28	i
49	CCOc1ccc2[nH]c(=O)c(CN(Cc3ccccc3)C(=O)N3CCCC3)cc2c1	-28	i
50	Cc1nnc(N2CCCC(C(=O)NCc3ccc(OC(C)C)cc3)C2)c2nn(-c3ccccc3)c(C)c12 (centres undefined)	-41	i
51	Cc1cc(C)c2nc(N3C(=O)C(O)=C(C(=O)c4ccco4)C3c3ccco3)sc2c1 (centres undefined)	-32	i
52	Cc1cc(NS(=O)(=O)c2ccc(NC(=O)/C=C/c3ccccc3)cc2)no1	-1	i
53	C=CCOc1ccn(C)c(=O)n1	-13	i
54	Cc1ccc(CN2C(=O)c3ccccc3NC2c2cc(Br)ccc2O)cc1 (centres undefined)	4	i
55	O=C(c1ccco1)N1CCCSC1=Nc1ccccc1	-7	i
56	C=C1CCN([C@@H](CC(C)C)C(=O)O)S(=O)(=O)c2ccccc21	-12	i
57	COc1cccc(/C=N/Nc2nc(N3CCCC3)nc(N3CCCC3)n2)c1O	-13	i
58	COc1ccc(NC(=O)c2cc(S(=O)(=O)N3CCOCC3)cs2)cc1	-12	i
59	CC1CCCN(C(=O)CNS(=O)(=O)c2cccs2)C1 (centres undefined)	12	i
60	COc1ccc(-c2ccnc(SCC(=O)N3CCOCC3)n2)cc1	-16	i

# New compounds follow.
nr	canonical_smiles	OX1R antagonist	CHT allo act
61	O=C(CSc1nc2ncc(Cl)cc2[nH]1)N1CCC(Cc2ccccc2)CC1	-12	nt
62	CC(C)c1ccc(N(CC(=O)NCC2CCCO2)C(=O)Cn2nnc(-c3cccs3)n2)cc1 (centres undefined)	-36	i
63	COc1ccc(NC(=O)/C(Cl)=C(/Cl)S(=O)Cc2ccc(C)cc2)cn1 (centres undefined)	48*	i
64	COc1cc(/C=N/NC(=O)c2cc(-c3ccco3)nc3ccccc23)cc(OC)c1O	-13	i
65	COC(=O)c1cc(=O)n(CCc2ccccc2F)c(=Nc2ccc(F)c(Cl)c2)s1	-51	i
66	Cc1ccc(NC(=O)C(c2ccccc2)N(C)C)cc1Cl (centres undefined)	-23	i
67	COC(=O)c1ccc(-c2ccc(CNCC(O)c3ccccc3)o2)cc1 (centres undefined)	-17	i
68	COc1cccc(NC(=S)N(CCc2c(C)[nH]c3ccccc23)Cc2ccco2)c1	-17	i
69	CCc1nnc(NC(=O)C2COc3ccccc3O2)s1 (centres undefined)	-10	i
70	CCN(CC)C(=O)CN1CCN(c2ccccc2F)CC1	-10	i
71	CCCCN(C(=O)C1=COCCO1)c1c(N)n(CCC)c(=O)[nH]c1=O	-6	i
72	C=CCn1c(N)c(C(=O)Nc2ccccc2)c2nc3ccccc3nc21	-34	i
73	Cc1c(NC(=O)CCCN2C(=O)c3cccc4cccc(c34)C2=O)c(=O)n(-c2ccccc2)n1C	-13	i
74	CC(=O)Oc1cccc(C(=O)Nc2ccccc2C(=O)N2CCCC2)c1	-6	i
75	CCc1nn(C(C)C(=O)NCCc2ccc(OC)c(OC)c2)c(=O)c2cc3occc3n12 (centres undefined)	-24	i
76	COc1cccc(NC(=O)CN(C)C(=O)Cc2ccc(Cl)cc2Cl)c1	-23	i
77	COc1ccc(OCCSc2ncnc3nc[nH]c23)cc1	-24	i
78	C/C(=N\N=C1/SC(CC(=O)O)C(=O)N1c1ccccc1)c1ccc(C)cc1 (centres undefined)	1	i
79	CCS(=O)(=O)c1ccc2c(c1)N(S(=O)(=O)c1ccc(OC)cc1)CC(C(=O)O)O2 (centres undefined)	-11	i
80	Cc1ccc(C2C(C#N)=C(N)N(c3cccnc3)C3=C2C(=O)CCC3)c(C)c1 (centres undefined)	-22	i
81	COC(=O)c1c(NC(=O)CN2CCC3(O)CCCCC3C2c2ccc(F)cc2)sc(C)c1C (centres undefined)	-31	i
82	O=C(NCCc1nc2ccc(Cl)cc2[nH]1)C1CCC(=O)N(Cc2cccc(F)c2)C1 (centres undefined)	-8	i
83	Cc1ccc(C2C3=C(CC(C)(C)CC3=O)Nc3n[nH]c(C)c32)cc1 (centres undefined)	-31	i
84	Cn1cc(CN2CCN(c3ccccc3)CC2)c2ccccc21	-21	i
85	O=C(c1ccc(S(=O)(=O)Nc2ccccc2F)cc1)N1CCCCCC1	-7	i
86	Cc1cc(-c2ccccc2)nc2cc(C(=O)OC(C)C)nn12	-22	i
87	Cc1cc(=O)oc2c(C)c(OCC(=O)NCCCN3CCCC3=O)ccc12	-16	i
88	COc1ccc(CC(=O)Nc2ccc(-c3csc(C)n3)cc2)cc1	6	i
89	CCN(CC)S(=O)(=O)c1ccc(C(=O)NCCSc2c[nH]c3ccccc23)cc1	-29	i
90	COc1cccc(-c2nc(CSCC(=O)NCC3CCCO3)c(C)o2)c1 (centres undefined)	-18	i

# Exported with values under each structure: entries from further up
# Results follow in this order: OX1R antagonist | CHT allo act
[69] CCc1nnc(NC(=O)C2COc3ccccc3O2)s1 (centres undefined)
→ -10 | i
[70] CCN(CC)C(=O)CN1CCN(c2ccccc2F)CC1
→ -10 | i
[71] CCCCN(C(=O)C1=COCCO1)c1c(N)n(CCC)c(=O)[nH]c1=O
→ -6 | i
[72] C=CCn1c(N)c(C(=O)Nc2ccccc2)c2nc3ccccc3nc21
→ -34 | i
[73] Cc1c(NC(=O)CCCN2C(=O)c3cccc4cccc(c34)C2=O)c(=O)n(-c2ccccc2)n1C
→ -13 | i
[74] CC(=O)Oc1cccc(C(=O)Nc2ccccc2C(=O)N2CCCC2)c1
→ -6 | i
[75] CCc1nn(C(C)C(=O)NCCc2ccc(OC)c(OC)c2)c(=O)c2cc3occc3n12 (centres undefined)
→ -24 | i

# Next part:
nr	canonical_smiles	OX1R antagonist	CHT allo act
91	CCOc1cc(C(=O)Nc2ccc(F)cc2)cc(Br)c1OC	-42	i
92	CCOC(=O)Cn1c(S(=O)(=O)Cc2ccccc2Cl)nc(-c2ccccc2)c1-c1ccccc1	9	i
93	Cc1ccc(SCC(=O)OCC(=O)NC(C)c2ccc(F)cc2)cc1 (centres undefined)	-14	nt
94	O=C(CCc1ccc(S(=O)(=O)NCCc2ccccc2)cc1)Nc1ccc2c(c1)OCO2	-7	i
95	CCCn1cc(CN2CCC(n3nccc3NC(=O)c3ccccc3)CC2)c(C)n1	11	i
96	CC(C(=O)N1CCCCC1)N(C)CC(=O)Nc1ccc(Cl)cc1 (centres undefined)	-21	i
97	CC(=O)Nc1cccc(N2C(=O)CC(N3CCC(C(=O)N4CCCCC4)CC3)C2=O)c1 (centres undefined)	-1	i
98	COc1cccc(NC(=O)[C@@H]2CCC(=O)N2C2OC(=O)c3ccccc32)c1 (some centres undefined)	11	i
99	CC1(C)Cc2c(sc3nc(SCC(=O)O)nc(N)c23)CO1	-6	i
100	O=C(Cc1c(F)cccc1Cl)Nc1ccon1	0	i
101	CCOC1Cc2ccccc2N(C(N)=O)c2ccccc21 (centres undefined)	-14	i
102	Cc1cc(C)n2nc(SCC(=O)N3CCN(c4ccc(F)cc4)CC3)nc2n1	-3	nt
103	CCC(C)N1C(=O)S/C(=C/c2ccc(Sc3nc4ccccc4[nH]3)o2)C1=O (centres undefined)	19	i
104	COc1ccc(C2CC(=O)C(C=NCCCN3CCOCC3)=C(O)C2)cc1 (centres undefined)	-14	i
105	COc1ccccc1OCCC(=O)OCC(=O)Nc1ncc(Cl)cc1Cl	-26	i
106	CC(=O)Nc1ccc(NC(=O)CSc2nc(N)c(NC(=O)c3ccccc3F)c(=O)[nH]2)cc1	13	i
107	CC(C)N1C(=O)CCC1C(=O)NCc1ccc(F)cc1Cl (centres undefined)	-21	i
108	COCCCNC(=O)c1ccccc1NS(C)(=O)=O	2	i
109	Cc1cccc2nc(Cn3c(=O)n(CCCC(=O)NCc4ccco4)c(=O)c4ccccc43)cc(=O)n12	-32	i
110	CCCc1cc(-c2[nH]ncc2-c2ccc3c(c2)OCCCO3)c(O)cc1O	10	i
111	O=C(COC(=O)c1ccccc1Cl)Nc1nccs1	-20	i
112	Cc1ccc(C(=O)/C=C/c2ccc(F)cc2)o1	-16	i
113	CC(C)CNC(=O)c1ccc(NC(=O)c2ccccc2[N+](=O)[O-])cc1	5	i
114	Cn1c2c(c(=O)n(C)c1=O)CN(Cc1ccc3c(c1)OCO3)CN2	-18	i
115	CCn1c(SCC(=O)NC2CCCCC2)nc2c(c1=O)SCC2	-10	i
116	O=[N+]([O-])c1ccc(-n2nnnc2-c2ccccc2)cc1	-2	i
117	CC1CCCN(C/C(O)=C(\C#N)c2nc3ccccc3[nH]2)C1 (centres undefined)	-8	i
118	Cc1nc2ccccc2c(=O)n1NC(=O)Cc1ccc(Br)cc1	-17	i
119	O=C(CN1CCOCC1)N(c1ccccc1)c1ccc2ccccc2c1	-33	i

# In a second layout: entries from further up.
[17] O=C(NC1CCN(Cc2ccccc2)CC1)c1cccc(S(=O)(=O)Nc2ccc(F)cc2)c1
[18] CN1CCN(CCCCC(=O)c2ccccc2)CC1

entry no. | 17 | 18
OX1R antagonist | -19 | -12
CHT allo act | nt | i

# Source: PubChem BioAssay (several laboratories)
